Rac1 GTP hydrolysis: MgcRacGAP GTPase-activating activity inhibitors, confirmation, biochemical, ADP Hunter fluorescence; Rac GTPase-activating protein 1 (Homo sapiens); MgcRacGAP-stimulated Rac1 GTP hydrolysis, ADP Hunter fluorescence; higher % means a stronger effect; GST-tagged Rac1 F28L mutant substrate; inhibition, % at 30 µM; hits with a dose series show IC50 in µM; 0.6% of 340,000 active;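 active = first-screen hits whose inhibition reached a set limit at any dose in the follow-up dose series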;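 also: fluorescence reports GDP produced by GAP-driven GTP hydrolysis; strong numbers were not always called active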
* hit, by the source's call.

SMILES	Rac1 GTP hydrolysis
COc1ccc(-c2nc3c(C(=O)NCCN(C)C)cccc3c3ccccc23)cc1	28%
O=C(CC(=O)c1ccccc1)CC(O)(C=Cc1ccccc1)c1ccccc1 (stereo not given)	1%
COC(=O)[C@@H](NCc1ccc(OC)c(B(O)O)c1)C(C)C	9%
COC(=O)c1cccc(NC(=O)/C(=C\c2ccco2)NC(=O)c2ccco2)c1	17%
CN1OC[C@@H]2CN(Cc3cc(Cl)cc(Cl)c3)[C@H](c3cccc(-c4ccccc4)c3)C[C@@H]21	9%
CC1CCN(c2ccc3c(c2)S(=O)(=O)c2cc(C(=O)O)ccc2C3=O)CC1	7%
CCOC(=O)N(C)C[C@@H]1OCc2cn(nn2)CCCC(=O)N([C@@H](C)CO)C[C@H]1C	12%
O=C(C=Cc1ccccn1)c1ccccc1	4%
O=S1(=O)c2ccc(Br)cc2N2CC[C@H](C2)N1Cc1ccc(Cl)cc1	-7%
CC(C)CC1C(=O)N(Cc2cn(CCC3OCCCO3)nn2)CCS(=O)(=O)N1Cc1ccc(-c2ccncc2)cc1 (stereo not given)	7%
COC(=O)c1cnc(N)s1	2%
COc1ccc([C@H]2C[C@H](O)[C@@H](n3cc(COC(=O)c4ccccc4)nn3)CN2C(=O)C2CCCCC2)cc1	11%
Cc1cc(C)c(C)c(S(=O)(=O)N2CCC(C(=O)N(C)Cc3nc4ccccc4c(=O)[nH]3)CC2)c1C	-1%
Cc1ccc(NS(=O)(=O)c2ccccc2)c([N+](=O)[O-])c1	-6%
COc1cc(CN(C(C)=O)c2ccccc2C(=O)O)ccc1[N+](=O)[O-]	-5%
O=c1[nH]cnc2c1ncn2C1OC(CO)C(O)C1O (stereo not given)	-5%
C=C(NC(=O)C(=C)NC(=O)c1csc(C2=NC3c4csc(n4)C4NC(=O)c5csc(n5)C(C(C)(O)C(C)O)NC(=O)C5CSC(=N5)/C(=C/C)NC(=O)C(C(C)O)NC(=O)c5csc(n5)C3(CC2)NC(=O)C(C)NC(=O)C(=C)NC(=O)C(=C)NC(=O)C(C(C)C)NC2C=Cc3c(C(C)O)cc(nc3C2O)C(=O)OC4C)n1)C(N)=O (stereo not given)	7%
CCCN(C(=O)CSc1nnc(-c2ccncc2)n1CCC)c1c(N)n(Cc2ccccc2)c(=O)[nH]c1=O	3%
O=C(CSc1ccc2c(c1)OCCO2)Nc1ccccc1	17%
CCc1ccc(N2CC(C(=O)N3CCN(c4ccc([N+](=O)[O-])cc4)CC3)CC2=O)cc1 (stereo not given)	3%
Cc1ccccc1C(N)=O	5%
c1cnc2nc3c4ccccc4c4ccccc4c3nc2c1	9%
Cc1ccc([C@H]2N[C@]3(CCCN(Cc4ccc(Br)cc4)C3=O)[C@H]3C(=O)N(Cc4ccccc4)C(=O)[C@@H]23)cc1	1%
O=C(NCCCN1CCOCC1)C(=O)NCC1OCCN1S(=O)(=O)c1ccc(Cl)cc1 (stereo not given)	8%
C[C@H]1CN([C@@H](C)CO)C(=O)CCCn2cc(nn2)CO[C@@H]1CN(C)C(=O)Nc1cccc(Oc2ccccn2)c1	9%

Some of the entries so far, as a markdown table.
| Molecule | Rac1 GTP hydrolysis |
| --- | --- |
| C=C(NC(=O)C(=C)NC(=O)c1csc(C2=NC3c4csc(n4)C4NC(=O)c5csc(n5)C(C(C)(O)C(C)O)NC(=O)C5CSC(=N5)/C(=C/C)NC(=O)C(C(C)O)NC(=O)c5csc(n5)C3(CC2)NC(=O)C(C)NC(=O)C(=C)NC(=O)C(=C)NC(=O)C(C(C)C)NC2C=Cc3c(C(C)O)cc(nc3C2O)C(=O)OC4C)n1)C(N)=O (stereo not given) | 7% |
| CCCN(C(=O)CSc1nnc(-c2ccncc2)n1CCC)c1c(N)n(Cc2ccccc2)c(=O)[nH]c1=O | 3% |

Going on with the list.
SMILES	Rac1 GTP hydrolysis
Cc1ccc(CN(C)C[C@@H]2OCc3cnnn3CCCC(=O)N([C@@H](C)CO)C[C@H]2C)cc1	17%
CCCCn1nc(C(=O)NC2CCCCC2)c2ccccc2c1=O	4%
COc1ccc(-c2ccc(CN3C(C(C)C)C(=O)N(Cc4cn(CC5CCCCC5)nn4)CCS3(=O)=O)cc2)cc1OC (stereo not given)	0%
N#CC1(Nc2ccc([N+](=O)[O-])cc2)CCCC1	-3%
CN1CCC[C@@H]1CCO[C@](C)(c1ccccc1)c1ccc(Cl)cc1	7%
CC(C)CC(=NNC(=O)c1ccncc1)c1cc(Cl)ccc1O	4%
O=C(O)Cn1ccc2cc(S(=O)(=O)N3CCCCC3)ccc21	19%
Cc1csc(=O)n1CC(=O)OC(C)C(=O)Nc1ccc(N(C)C)cc1 (stereo not given)	51µM*
COc1cccc(NC(=O)N(C)C[C@H]2Oc3ncc(Br)cc3C(=O)N([C@H](C)CO)C[C@H]2C)c1	11%
COc1ccc(NC(=O)N(C)C[C@H]2OCc3cnnn3CCCC(=O)N([C@@H](C)CO)C[C@H]2C)cc1	4%
CCc1ccc(-c2n[nH]nc2C2=CC(=O)C[C@H](c3ccc(F)cc3)C2)cc1	19%
CSc1ncnc2c1ncn2CCCN1CCN(Cc2cccc3ccccc23)CC1	19%
O=C(O)c1cccc(-c2ccccc2)c1O	3%
O=C(Nc1cccc(C(=O)N2CCCC2)c1)C1CCCC1	7%
C[C@H](CO)N1C[C@H](C)[C@@H](CN(C)C(=O)Nc2ccc(N3CCN(C)CC3)cc2)OCc2cnnn2CCCC1=O	9%
C[C@@H]1CN([C@H](C)CO)C(=O)CCCn2nncc2CO[C@H]1CN(C)Cc1ccc(Oc2ccccc2)cc1	5%
COc1ccc(S(=O)(=O)N2CCCCCC2)cc1C(=O)N1CCN(C(C)=O)CC1	8%
c1ccc(CN2CCC3CC2c2cc(N4CCCCC4)ccc23)cc1 (stereo not given)	11%
COc1ccc(C(=O)OCC(=O)N(Cc2ccccc2)Cc2ccccc2)c(O)c1	1%
CSc1ncnc2c1ncn2CCCN1CCN(c2ncccn2)CC1	17%
CC(=Nc1ccccc1)C1=C(O)C(Cc2ccccc2)NC1=O (stereo not given)	1%
O=C(COC(=O)c1ccc(Cl)c(S(=O)(=O)N2CCCCCC2)c1)NCc1ccccc1	6%
Cc1ccc(C2OCC(C)([N+](=O)[O-])CO2)cc1 (stereo not given)	-1%
Cc1ccccc1-c1nc2ccccc2c(=O)o1	6%
COc1c(F)cccc1C1=CC(=O)C[C@H](c2ccc(F)cc2)C1	13%

Rewritten as comma-separated lines: entries from further up.
structure,Rac1 GTP hydrolysis
CSc1ncnc2c1ncn2CCCN1CCN(Cc2cccc3ccccc23)CC1,19%
O=C(O)c1cccc(-c2ccccc2)c1O,3%
O=C(Nc1cccc(C(=O)N2CCCC2)c1)C1CCCC1,7%
C[C@H](CO)N1C[C@H](C)[C@@H](CN(C)C(=O)Nc2ccc(N3CCN(C)CC3)cc2)OCc2cnnn2CCCC1=O,9%

(next part)
SMILES	Rac1 GTP hydrolysis
CC(O)(Cc1cccnc1)c1cccs1 (stereo not given)	-8%
COc1cc(OCc2ccccc2)c2c(CCC(=O)O)cc(=O)oc2c1	2%
O=C(CCCl)N1c2ccccc2C=Cc2ccccc21	7%
NC(=S)NN=C1CCCCCCCCCC1	5%
Cc1ccc(-c2nc3c(c(SCC(=O)N4CCCC4)n2)COC(C)(C)C3)cc1	10%
O=C(COc1ccccc1)NCC(=O)N1CCCC(C(F)(F)F)C1 (stereo not given)	7%
CCOC(=O)N1CCC(NC(=O)CCc2c(C)nc3c(c(C)nn3-c3ccccc3)c2C)CC1	-2%
COc1cc2c(cc1N)-c1ccc(N)cc1C2	11µM*
O=C1CSC(=S)N1Cc1ccccc1	1%
Cc1ccc(NC(=O)COC(=O)CNC(=O)c2cccs2)cc1S(=O)(=O)N1CCOCC1	1%
Cc1noc(C)c1COc1ccccc1C(=O)N1CCN(S(=O)(=O)c2ccc(F)c(F)c2)CC1	7%
CCOC(=O)C1(C(=O)OCC)NC(=O)CC1C(C)C (stereo not given)	-1%
COC(=O)c1cc(C)ccc1/C=C1/Cc2c(C)cc(C)cc2C1=O	-4%
CC1C(=O)N(Cc2cn(CC3CCCCC3)nn2)CCS(=O)(=O)N1Cc1ccc(-c2ccc(Cl)c(Cl)c2)cc1 (stereo not given)	-2%
COCCCN(C(=O)c1ccc(-c2ccc(C(C)=O)cc2)o1)c1c(N)n(CC(C)C)c(=O)[nH]c1=O	5%
O=C(O)CCC1(CCC(=O)O)CCCC(CCC(=O)O)(CCC(=O)O)C1=O	1%
Nc1ccccc1-c1ccc(Cl)cc1	3%
CSc1ccccc1NC(=O)C(C)N(C)CC(=O)N1CCN(Cc2ccccc2)CC1 (stereo not given)	30%
Cc1ccc(CN2CC(C(=O)N(CC(C)C)c3c(N)n(Cc4ccccc4)c(=O)[nH]c3=O)CC2=O)cc1 (stereo not given)	-1%
CCOc1ccc(CCNC(=O)c2ccc(C)c(S(=O)(=O)N3CCOCC3)c2)cc1OCC	7%
O=C(COC(=O)c1cccc(Cl)c1)Nc1cc(S(=O)(=O)N2CCOCC2)ccc1N1CCOCC1	4%
Cc1cn(C2CCCCC2)c(=O)n(-c2ccccc2)c1=O	-3%
Cc1ccc2c(c1)CCO[C@]21O[C@H](CCO)C[C@H](O)[C@H]1O	3%
CCOCCCNC(=O)Cn1cc2c(n1)-c1c(oc(C(=O)N3CCCC3)c1C)CC2	6%
O=C(O)c1ccc2c(c1)S(=O)(=O)c1cc(N3CCN(c4cnccn4)CC3)ccc1C2=O	14%

More entries.
SMILES	Rac1 GTP hydrolysis
C=CCN(CC=C)CC(=O)Nn1c(C)ccc1C	-18%
CC(C)NC(=O)Nc1ccc2c(c1)C(=O)N([C@H](C)CO)C[C@H](C)[C@@H](CN(C)Cc1ccc3c(c1)OCO3)OCCCC[C@@H](C)O2	12%
COC(=O)C[C@H]1C[C@H]2c3cc(NC(=O)C4CCC4)ccc3O[C@H]2[C@H](CO)O1	14%
O=C(O)c1ccccc1C(=O)c1cccc2c(F)cccc12	-4%
Cc1cn([C@H]2C[C@H](O)[C@@H](CNCc3ccc(-c4cc(Cl)ccc4C(F)(F)F)o3)O2)c(=O)[nH]c1=O	15%
CN(Cc1ccccc1)C(=O)c1ccc(NC(=O)Cc2ccc(NC(=O)C3CCN(S(=O)(=O)c4cccc([N+](=O)[O-])c4)CC3)cc2)cc1	2%
CC1=C(c2ccccc2)C=NNCC1=O	1%
O=C(NCc1ccccc1OC(F)(F)F)C1CCC(=O)N(CCCN2CCOCC2)C1 (stereo not given)	10%
Cc1c(C)c([N+](=O)[O-])c(C)c(C)c1N	13%
O=P(C(=S)Nc1ccccc1Cl)(c1ccccc1)c1ccccc1	12%
c1ccc(CN2CCOCC2)nc1	3%
C[C@@H]1CN([C@H](C)CO)C(=O)CCCn2nncc2CO[C@H]1CN(C)Cc1ccc(C(=O)O)cc1	8%
C#CC1(NC(=S)Nc2cccc(OC)c2)CCCCC1	7%
CN(CCc1ccccc1)C(=O)c1ccc(NC(=O)Cc2ccc(NC(=O)C3CCN(C(=O)C4CCC4)CC3)cc2)cc1	7%
O=C1CN(C(=O)CN2CCN(S(=O)(=O)c3ccccc3F)CC2)c2ccccc2N1	-24%
COc1ccc(C2NC(=O)NC(C)=C2C(=O)OC2CCCCC2)cc1 (stereo not given)	12%
CC(=O)c1cccc(OCC(=O)N(CCC2=CCCCC2)c2c(N)n(Cc3ccccc3)c(=O)[nH]c2=O)c1	8%
CC(C)(C)OC(=O)N1CCCC(C(=O)Nc2ccc(C(=O)NCCc3ccccc3)cc2)C1 (stereo not given)	9%
Cc1ccc(C(=O)NCC(=O)N2CCN(c3ccccc3O)CC2)s1	-1%
CC[C@H]1C=C[C@@H](C(C(=O)OC)C(=O)OC)CN1C(C)=O	4%
CC(C)N1CCN(c2ccncc2S(=O)(=O)N2CCCCC2)CC1	9%
COc1ccc(O)c(C(=O)CC(=O)c2ccncc2)c1	3%
N#Cc1ccc(NC2c3ccccc3CC2O)cc1 (stereo not given)	2%
COc1ccc(OC)c(C(=O)NC2CCCc3c2cnn3-c2cc(C)cc(C)c2)c1 (stereo not given)	14%
O=CN(CCNc1ccccc1)c1ccccc1	1%

Entries shown so far with bromine (three):
SMILES	Rac1 GTP hydrolysis
O=S1(=O)c2ccc(Br)cc2N2CC[C@H](C2)N1Cc1ccc(Cl)cc1	-7%
Cc1ccc([C@H]2N[C@]3(CCCN(Cc4ccc(Br)cc4)C3=O)[C@H]3C(=O)N(Cc4ccccc4)C(=O)[C@@H]23)cc1	1%
COc1cccc(NC(=O)N(C)C[C@H]2Oc3ncc(Br)cc3C(=O)N([C@H](C)CO)C[C@H]2C)c1	11%

Going on with the list.
SMILES	Rac1 GTP hydrolysis
O=C(O)c1ccccc1C(=O)c1cccc2c(Br)cccc12	2%
CC(=O)Nc1cc2c3ccccc3ccc2c2ccccc12	6%
COC(=O)[C@@H](Cc1ccccc1)NS(=O)(=O)N[C@H](Cc1ccccc1)C(=O)OC	2%
Nc1ccc2c(c1)C(=O)c1ccc(Br)cc1-2	2%
O=C(C[C@H]1C(=O)N(c2ccccc2)C[C@@H]1Cc1ccccc1)Nc1ccccc1	15%
COC(=O)[C@H](Cc1ccccc1)NS(=O)(=O)c1ccc(F)cc1Br	10%
C/C=C/c1cnc2c(c1)C(=O)N([C@@H](C)CO)C[C@H](C)[C@@H](CN(C)S(=O)(=O)c1ccc(C)cc1)O2	-6%
O=C(NCC(c1ccco1)N1CCCC1)c1cccc(S(=O)(=O)N2CCCCC2)c1 (stereo not given)	-24%
COCOCCn1cc(CN2CCS(=O)(=O)N(Cc3ccc(-c4ccc(OC)c(OC)c4)cc3)C(CC(C)C)C2=O)nn1 (stereo not given)	8%
CCCCCCN1C[C@H](n2cc(-c3ccc(F)cc3)nn2)[C@@H](O)C[C@@H]1c1ccc(C)cc1	1%
COc1ccc([C@H]2C[C@@H](O)[C@H](n3cc(-c4ccc(F)cc4)nn3)CN2CC2CCCCC2)cc1	8%
O=C(c1cc(C2CC2)nn1-c1ccccc1)N1CCN(Cc2ccccc2)CC1	16%

Bioassay records (PubChem)

Some of the compounds tested (hit frequency here may not be typical).
